Screens: PubChem, National Center for Advancing Translational Sciences (NCATS)
A549 viability: kills or reduces viability of A549 cells in Nrf2 counter-screen; A549 ARE-Fluc cells, CellTiter-Fluor viability, 18-24 h; Potency, µM (highest dose often 46 µM), inactives show top-dose activity change, negative = cytotoxicity, actives largely listed as inhibitors; actives 0.16% (n = 390,000); AID 504648; also: potency is read from the fitted curve at half-maximal effect; % is scaled to controls: 0 for no effect and ±100 for the full control effect
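A549 ARE_Fluc cells in 5% FBS OPTI-MEM were exposed to compounds in concentration-response for 18-24 h at 37 deg C. Viability was read by CellTiter-Fluor fluorescence (Ex 405/Em 525) after 30 min, before the luciferase read.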
TGFb SMAD3 inh: TGF-b pathway inhibition; actives 1.2% (n = 410,000); Potency, µM (highest dose often 46.1 µM), for the others: at the highest dose activity, negative = inhibition, usual class: inhibitors; HepG2 CAGA-GFP TGF-b/SMAD3 reporter, GFP fluorescence, 18 h; TGF-beta stimulated, 500 pg/mL final; AID 588855; also: potency is read from the fitted curve at half-maximal effect; % is scaled to controls: 0 for no effect and ±100 for the full control effect; nearly all actives have a fitted effect of over 65% in size
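GFP signal (ex488/em500-530) from TGF-beta-stimulated HEPG2 CAGA-GFP cells, 500 pg/mL final, 18 h at 37 degrees C in DMEM plus 1% FBS, normalized to unstimulated and DMSO-stimulated controls.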
ATXN2 expr inh: reduces ATXN2 reporter expression in HEK-293 cells; HEK-293 ATXN2-luciferase reporter, luminescence, 24 h; Potency, µM (titrated, usually from 57 µM), inactives show at the top dose activity change, negative = inhibition, actives largely listed as inhibitors; actives 0.72% (n = 360,000); AID 1745845; also: potency is read from the fitted curve at half-maximal effect; % is scaled to controls: 0 for no effect and ±100 for the full control effect; nearly all actives have a fitted effect of over 55% in size
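ATXN2-luciferase reporter cells (luciferase flanked by upstream and downstream ATXN2 gene portions) were treated 24 h at 37 °C with compounds at up to 57 uM. SteadyGlo luminescence gave expression; GF-AFC fluorescence gave viability.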
IL-1B inflam inh: inhibitors of inflammasome signaling (IL-1 beta secretion); AID 743279; actives 4.7% (n = 360,000); THP-1 LPS/ATP IL-1B secretion, AlphaLISA, 16 h; active compounds read low; activity change, % at 57.5 µM; in the data active = activity change below about -50%; inconclusive = mostly about -30% to -49%; also: % is scaled to controls: 0 for no effect and ±100 for the full control effect
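THP-1 cells pretreated 1 hr with compounds (up to 57.5 uM final), then stimulated with LPS (250 ng/mL final) plus ATP (1.25 mM final); secreted IL-1B measured by AlphaLISA after 16 hr, decreased signal indicating inhibition.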
Nrf2 ARE act: activators of Nrf2 (ARE) signaling. AID 624171. Potency, µM (doses to about 46.1 µM), without a hit: at the highest dose activation, usual class: activators. actives 0.31% (n = 410,000). AREc32 ARE-luciferase reporter (MCF7-derived line), luminescence, 24 h; also: potency is read from the fitted curve at half-maximal effect; % of control where 0% means no effect; nearly all actives have a fitted effect of over 65% in size
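AREc32 cells carrying an ARE-driven firefly luciferase reporter were seeded at 1000 cells/well in OPTI-MEM with 5% FBS, then exposed to compound for 24 hr at 37 deg C. Luminescence was read with Steady-Glo after 30 min at RT.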
S2 tox: reduces viability in counter-screen for ATXN expression inhibitors. S2 cells (HEK-293 line with an ATXN2-luciferase reporter) viability, CellTiter-Fluor protease fluorescence, 24 h. Potency, µM (highest dose often 56.7 µM), usual class: cytotoxic. actives 0.49% (n = 400,000). AID 651635; also: potency is read from the fitted curve at half-maximal effect; nearly all actives have a fitted effect of over 40% in size
Nrf2 inh: inhibitors of Nrf2 signaling | Potency, µM (doses to about 46 µM), for the others: at the top dose activity change, negative = inhibition, usual class: inhibitors | actives 2.1% (n = 360,000) | A549 ARE-Fluc reporter, luciferase luminescence, 18-24 h; also: potency is read from the fitted curve at half-maximal effect; % is scaled to controls: 0 for no effect and ±100 for the full control effect; nearly all actives have a fitted effect of over 60% in size
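Nrf2 activity is the BugLite luminescence, read 15 min after reagent at room temperature, following CellTiter-Fluor cytotoxicity readout (30 min, 37C). Compound titrations were applied for 18-24 h to 5000 A549 ARE_Fluc cells/well in 5% FBS OPTI-MEM.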
MCF10A rerep: inducers of DNA re-replication in MCF 10A breast cells; actives 2.9% (n = 350,000); Potency, µM (series often up to 46.1 µM), inactives show at the top dose activity, positive = re-replication, hits mostly activators; AID 624296; MCF 10A DNA re-replication, Hoechst nuclear intensity, 48 h; also: potency is read from the fitted curve at half-maximal effect; % of control where 0% means no effect; nearly all actives have a fitted effect of over 50% in size
HepG2 tox: HepG2 cytotoxicity, counter-screen for TGF-b inhibitors; HepG2 CAGA-GFP viability, ATP luminescence, 18 h; Potency, µM (highest dose often 46.1 µM), for the others: at the highest dose activity change, negative = cytotoxicity, most hits filed as cytotoxic; actives 0.76% (n = 410,000); also: potency is read from the fitted curve at half-maximal effect; some results filed as inactive show a strong effect at the top dose
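HepG2 CAGA-GFP cells (1000/well, DMEM with 1% FBS) received compound, then TGF-beta at 500 pg/mL final, and were incubated 18 hours at 37 degrees C. Viability was read by CellTiter-Glo luminescence. Media-only wells were set as complete cell-killing and DMSO as no toxicity.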
* marks the source's active call; other numbers are inactive results; i = inactive; ? = inconclusive; nt = not tested or not shown; [ ] = dose if it differs, or a comment. Unless noted, calls follow the shape of the dose curve; as a rule, active = well fitted curve in the direction sought with a large enough effect; inconclusive = small, poorly fitted or top-dose-only effect, or another doubt; inactive = no such curve, though single readings can be large; an effect the other way counts as inactive or inconclusive.

entry	SMILES	A549 viability	TGFb SMAD3 inh	ATXN2 expr inh	IL-1B inflam inh	Nrf2 ARE act
1	CC(C)(C)NC(=O)NC(=O)COC(=O)Cc1coc2ccc3ccccc3c12	0%	13%	-14%	25	0.7%
2	Cc1ccc(C)c(Oc2cc(NC(=O)CCCn3nc(C)c([N+](=O)[O-])c3C)cc([N+](=O)[O-])c2)c1	?	-97%	-16%	?	3.4%
3	Cc1ccc(NC(=O)[C@@H]2O[C@H](CO)[C@@H](O)[C@H]2O)cc1C(F)(F)F	nt	1%	4%	47	-0.3%[9.22 µM]
4	CCN(CC)CCN(Cc1cc2cc3c(cc2[nH]c1=O)OCO3)C(=S)NCC1CCCO1 (stereo not given)	0%	-21%	?	-24	-0.5%
5	Cc1cccc(CNC(=O)c2ccc3nc(Cc4ccccc4)oc3c2)c1	3%	-3%	-6%	nt	2.4%
6	O=C1NC[C@H](CCCCN2CCN(CC3CCCCC3)C(=O)C2=O)N(CCc2ccccc2)C1=O	nt	nt	-3%	6	-1.4%
7	Cc1ccn2c(Nc3ccc(C(C)C)cc3)c(-c3ccsc3)nc2c1	0%	-1%	19%	nt	1.3%
8	Nc1nc(Sc2ncccc2[N+](=O)[O-])n[nH]1	0%	0%	-36%	0	-0.7%
9	CCC1CCC(C(=O)NC(CCSC)C(=O)NCCN(CC(C)C)CC(C)C)CC1 (stereo not given)	5%	17%	-2%	-9	-0.1%
10	COc1ccc(CCNC(=O)COC(=O)c2ccccc2NCCO)cc1OC	-3%	-2%	31%	12	0.1%

entry	S2 tox	Nrf2 inh	MCF10A rerep	HepG2 tox
1	?	-1%	?	1%
2	?	23µM*	?	-37%
3	i	nt	nt	1%
4	i	?	0%	-2%
5	?	nt	nt	-34%
6	i	nt	nt	nt
7	i	6%	nt	-32%
8	i	11%	2%	-29%
9	i	-24%	3%	-31%
10	i	2%	-5%	-1%

The closing 2 records of the section above are carried over, then new ones follow:
entry	SMILES	A549 viability	TGFb SMAD3 inh	ATXN2 expr inh	IL-1B inflam inh	Nrf2 ARE act
9	CCC1CCC(C(=O)NC(CCSC)C(=O)NCCN(CC(C)C)CC(C)C)CC1 (stereo not given)	5%	17%	-2%	-9	-0.1%
10	COc1ccc(CCNC(=O)COC(=O)c2ccccc2NCCO)cc1OC	-3%	-2%	31%	12	0.1%
11	Cc1c(Cl)cccc1NC(=O)N1CCCC1	10%	-3%	10%	-29	0.1%
12	Cc1[nH]n(-c2ccccc2)c(=O)c1C(=O)c1ccc(Cl)cc1	-24%	-35%	-14%	77	0.4%
13	COc1cc(NC(=O)COC(=O)c2ccccc2SCC(=O)N2CCCC2)cc(OC)c1	1%	-2%	2%	4	3.6%
14	Cc1ccc2c(c1)C(O)(C1COC(C)(C)CC1=O)C(=O)N2C (stereo not given)	3%	-4%	13%	40	0.8%
15	COc1cc2ncnc(NCc3ccccc3C)c2cc1OC	-2%	-14%	18%	-15	-0.2%
16	CCC(=O)c1ccc(OC(=O)N2CCOCC2)cc1	-12%	1%	nt	-3	0.8%
17	Cc1cccc(C)c1OCC(=O)N(Cc1ccco1)C1CCS(=O)(=O)C1 (stereo not given)	-4%	-5%	-28%	-16	-0.5%
18	O=C(c1sc2cc(Cl)ccc2c1Cl)N1CCN(CCc2ccccn2)CC1	-1%	?	-22%	-10	3.8%
19	COc1ccc(CNC(=O)c2ccc(=O)oc2)cc1OC	1%	-1%	-4%	-6	11%
20	O=C1CC(c2ccc(F)c(Br)c2)C2=C(CCCC2=O)N1 (stereo not given)	-1%	11%	-17%	1	1.8%

entry	S2 tox	Nrf2 inh	MCF10A rerep	HepG2 tox
9	i	-24%	3%	-31%
10	i	2%	-5%	-1%
11	i	13%	0%	13%
12	i	16µM*	21%	-79%
13	i	6%	6%	-7%
14	i	-8%	?	-15%
15	i	nt	?	4%
16	i	0%	-1%	0%
17	i	-16%	4%	-12%
18	i	?	19%	-3%
19	i	21%	19%	3%
20	i	2%	-14%	4%

Continued, overlapping the part above by 3 compounds.
entry	SMILES	A549 viability	TGFb SMAD3 inh	ATXN2 expr inh	IL-1B inflam inh	Nrf2 ARE act
18	O=C(c1sc2cc(Cl)ccc2c1Cl)N1CCN(CCc2ccccn2)CC1	-1%	?	-22%	-10	3.8%
19	COc1ccc(CNC(=O)c2ccc(=O)oc2)cc1OC	1%	-1%	-4%	-6	11%
20	O=C1CC(c2ccc(F)c(Br)c2)C2=C(CCCC2=O)N1 (stereo not given)	-1%	11%	-17%	1	1.8%
21	NNC(=O)c1sccc1OCc1ccc(F)cc1	4%	-2%	-19%[11.3 µM]	32	4.5%
22	COC(=O)/C=C/c1sc2nc(C)cc(C)c2c1N=CN(C)C	0%	5%	-19%[11.3 µM]	28	14%
23	O=C(C1CCC1)N1CCCc2cc(S(=O)(=O)N3CCN(c4cccc(Cl)c4)CC3)ccc21	8%	?	-11%	nt	-0.5%
24	Cc1ccccc1S(=O)(=O)N1CC(C(=O)O)=CC[C@H]1c1ccc(Cl)cc1	4%	1%	-2%	36	-0.8%
25	CCN1CCN(S(=O)(=O)c2ccc(Cl)c(C(=O)Nc3cc(Cl)ccc3N3CCOCC3)c2)CC1	-11%	0%	-5%	-62*	1.8%
26	Cc1ccc(S(=O)(=O)NCCCCCC(=O)NC(C)(C)CO)cc1	-3%	29%	2%	30	0.2%
27	CC(C)(C)NS(=O)(=O)c1ccc(CCC(=O)N2CCCC2)cc1	4%	-2%	0%	4	-0.9%[9.22 µM]
28	CCN1CCN(c2oc(-c3ccccc3C)nc2S(=O)(=O)c2ccccc2)CC1	19%	13%	-4%	-30	6.6%
29	Cc1ccc(C(=O)O)cc1Nc1ncnc2sc3c(c12)CCC3	1%	4%	1%	16	-0.4%
30	COc1ccccc1-c1cnc(C(O)c2ccccc2)[nH]1 (stereo not given)	nt	0%	0%	-4	8.6%

entry	S2 tox	Nrf2 inh	MCF10A rerep	HepG2 tox
18	i	?	19%	-3%
19	i	21%	19%	3%
20	i	2%	-14%	4%
21	i	5%	-9%	-1%
22	nt	?	-1%	1%
23	i	nt	nt	-14%
24	i	-12%	3%	-5%
25	i	-29%	?	-11%
26	i	12%	3%	2%
27	i	-11%	-8%	-6%
28	i	27%	5%	-20%
29	i	-4%	10%	3%
30	i	nt	nt	-22%

Marked active in IL-1B inflam inh (from the list above):
#	Structure	IL-1B inflam inh
25	CCN1CCN(S(=O)(=O)c2ccc(Cl)c(C(=O)Nc3cc(Cl)ccc3N3CCOCC3)c2)CC1	-62*

Additional records follow:
entry	SMILES	A549 viability	TGFb SMAD3 inh	ATXN2 expr inh	IL-1B inflam inh	Nrf2 ARE act
31	O=C(N[C@@H](Cc1ccccc1)C(=O)NC1CCCCC1)c1ccco1	1%	-9%	6%	-9	0.1%
32	CCOc1ccc(S(=O)(=O)Nc2cccc(C(=O)NCC(c3ccco3)N3CCCC3)c2)cc1 (stereo not given)	-4%	-26%	-2%	4	0.4%
33	Cc1ccc(C(=O)N2c3ccccc3N(Cc3ccccc3)C(=O)C2(C)C)cc1	-13%	?	?	-68*	0.6%
34	N=c1sccn1CC(=O)Nc1cccc(S(N)(=O)=O)c1	-5%	1%	-14%	-24	-0.2%
35	Cc1nn(-c2ccc(F)cc2)c2sc(C(=O)N3CCCCCC3)cc12	1%	0%	39%	-26	-0.7%
36	CCCSC1=C(C#N)C2(CCCCC2)C(C#N)=C(N)N1	4%	?	-21%	-3	4.0%
37	O=c1c2sc(-c3ccccc3)cc2nc2n1CCC2	0%	-6%	-36%	?	3.0%
38	CC(Oc1ccccc1)C(=O)Nc1cccc(-c2cn3cccnc3n2)c1 (stereo not given)	11%	13%	-5%	nt	4.9%
39	O=C(Cc1cccs1)N1CCN=C1SCc1ccccc1F	0%	2%	6%	2	0.0%
40	COc1ccc(CN2CCNC(=O)C2CC(=O)NC2CCCCCC2)cc1C (stereo not given)	0%	8%	-3%	?	0.2%
41	Cc1ccccc1NC(=O)NC1CCCc2ccccc21 (stereo not given)	5%	3%	-3%	40	0.4%
42	CCCn1c(SCC(=O)Nc2nc3c(s2)CCCC3)nc2c1c(=O)n(C)c(=O)n2C	-11%	0%	nt	16	0.2%
43	Clc1ccccc1CONc1ncnc2nonc12	27%	-20%	nt	7	4.0%

entry	S2 tox	Nrf2 inh	MCF10A rerep	HepG2 tox
31	i	-6%	15%	-3%
32	i	1%	8%	-28%
33	i	12µM*	4%	-30%
34	i	-2%	-16%	-2%
35	i	?	?	-1%
36	i	?	7%	-22%
37	i	?	3%	-31%
38	i	nt	nt	-31%
39	i	7%	2%	4%
40	i	-11%	0%	-22%
41	i	-9%	-20%	0%
42	nt	1%	6%	-23%
43	i	?	-26%	-1%

Pulled by structure from the list above:
entry	SMILES	A549 viability	TGFb SMAD3 inh	ATXN2 expr inh	IL-1B inflam inh	Nrf2 ARE act
34	N=c1sccn1CC(=O)Nc1cccc(S(N)(=O)=O)c1	-5%	1%	-14%	-24	-0.2%
41	Cc1ccccc1NC(=O)NC1CCCc2ccccc21 (stereo not given)	5%	3%	-3%	40	0.4%

entry	S2 tox	Nrf2 inh	MCF10A rerep	HepG2 tox
34	i	-2%	-16%	-2%
41	i	-9%	-20%	0%

Rows were taken by chance (roughly 8.8% active in at least one column).
